# Nox1 inh: inhibitors of human NADPH oxidase 1 (Nox1); AID 1792, 2009; inhibition, % at 6.7 µM; Q9Y5S8; HT29 cells, luminol chemiluminescence ROS; hit rate 0.81% among 16,000
# S1P1 ag: activates the human S1P1 receptor; Sphingosine 1-phosphate receptor 1 (Homo sapiens), P21453; S1P1 agonist cell-based reporter assay; activation, % at 4.5 µM; hit rate 1.5% among 16,000; AID 1044, 2008; in the data active = activation above about 80%
# Target sequence (P21453 whole entry, looked up): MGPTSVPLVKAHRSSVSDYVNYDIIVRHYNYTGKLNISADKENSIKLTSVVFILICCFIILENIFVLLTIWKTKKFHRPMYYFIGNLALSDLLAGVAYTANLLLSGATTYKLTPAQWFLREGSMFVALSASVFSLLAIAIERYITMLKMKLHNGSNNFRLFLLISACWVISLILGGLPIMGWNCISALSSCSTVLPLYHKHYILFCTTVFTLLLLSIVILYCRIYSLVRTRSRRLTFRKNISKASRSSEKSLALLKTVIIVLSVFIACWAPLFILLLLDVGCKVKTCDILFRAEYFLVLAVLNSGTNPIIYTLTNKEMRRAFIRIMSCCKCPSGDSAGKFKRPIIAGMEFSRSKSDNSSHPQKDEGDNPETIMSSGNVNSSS
# OPRK1 antag MB: antagonists of human kappa opioid receptor OPRK1, Maybridge library | Kappa-type opioid receptor (Homo sapiens), P41145 | OPRK1 cells, antagonist mode, fluorescence readout | inhibition, % at 9 µM | hit rate 0.4% among 16,000 | AID 652031, 2013; in the data active = inhibition above about 50%
# Luminol counter: counter-screen for Nox1 inhibitors: inhibitors of luminol chemiluminescence | HRP/luminol/H2O2 chemiluminescence counterscreen | inhibition, % at 6.7 µM | hit rate 0.4% among 16,000 | AID 1823, 2009; also: reference of the scale not given here
# PME-1 Maybr inh: inhibitors of human PME-1 in Maybridge library; inhibition, % at 9 µM; recombinant PME-1, FP-Rh probe fluorescence polarization; hit rate 0.5% among 16,000; in the data active = inhibition above about 30%
# Target sequence (Q9Y570 whole entry, looked up): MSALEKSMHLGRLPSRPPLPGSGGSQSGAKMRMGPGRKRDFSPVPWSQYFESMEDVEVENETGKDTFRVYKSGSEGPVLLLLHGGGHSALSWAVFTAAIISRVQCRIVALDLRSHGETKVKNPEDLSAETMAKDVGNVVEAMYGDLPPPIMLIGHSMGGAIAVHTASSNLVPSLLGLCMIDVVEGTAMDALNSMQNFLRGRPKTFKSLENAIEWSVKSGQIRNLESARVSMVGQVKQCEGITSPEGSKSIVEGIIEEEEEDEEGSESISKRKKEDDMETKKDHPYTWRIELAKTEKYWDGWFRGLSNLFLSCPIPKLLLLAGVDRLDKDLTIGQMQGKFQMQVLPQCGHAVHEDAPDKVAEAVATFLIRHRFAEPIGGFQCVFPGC
# TLR4-MyD88 inh: inhibitors of human TLR4-MyD88 binding; Toll-like receptor 4 (Homo sapiens), O00206; inhibition, % at 10 µM; Cell-based TLR4-MyD88 binding inhibition assay; AID 811, 2007; hit rate 0.06% among 16,000; in the data active = inhibition above about 45%
# rat GALR2 ag: agonists of rat galanin receptor 2 (GALR2); hit rate 0.5% among 16,000; activation, % at 10 µM; Galanin receptor type 2 (Rattus norvegicus), O08726; cell-based GALR2 agonist screen; AID 833, 2007; in the data active = activation above about 15%
# NOTCH ag: agonists of NOTCH signaling. NOTCH signaling luciferase reporter cells, luminescence. AID 434982, 2010. activation, % at 2.5 µM. hit rate 0.4% among 15,000; in the data active = activation above about 2.2%
# The depositor's hits bear a star; nt = not tested or not shown. Rule as the data show it, unless noted: active = inhibition above about 75%; inactive = the rest. The list is partial; the hit share may differ from the screen's.
SMILES	Nox1 inh	S1P1 ag	OPRK1 antag MB	Luminol counter	PME-1 Maybr inh	TLR4-MyD88 inh	rat GALR2 ag	NOTCH ag
O=S1(=O)CC(c2ccccc2)CS(=O)(=O)C1CCN1CCOCC1 (centres undefined)	-2	-6	8	-3	2	1	-5	0.2
COC(=O)[C@@H](NC(=O)c1cc(C)on1)C(C)C	-25	4	4	0	2	0	-5	0.3
CSC(=NC(C)C)NC#N	-8	-7	-5	-2	3	-2	-4	-0.6
O=C(/C(=N/N=C/c1ccccn1)c1ccccc1)c1ccccc1	-21	70	1	3	3	-1	-7	-0.3
NC(=O)CCSCCC(N)=O	7	3	-9	-5	4	0	-7	1.0
Cc1cc(C(=O)Nc2ccccc2N2CCCCC2)no1	23	-15	-8	-3	8	-1	-1	-0.9
CSc1nn2c(=O)c(Cc3ccccc3)nnc2s1	-30	3	2	-1	-1	-2	-4	-5.8
CNc1oc(-c2ccccc2)nc1C#N	36	-8	0	14	7	-1	-2	-0.6
CC(=O)Nc1ccc(Oc2c(F)c(F)c(Oc3ccc(NC(C)=O)cc3)c(F)c2F)cc1	17	4	3	-8	0	-12	-9	0.3
O=C(CN1CCN(c2ccc(C(F)(F)F)cn2)CC1)c1cc2ccccc2o1	-45	8	2	0	5	-6	0	-0.4
COC(=O)c1cc(=O)n2c(c1C(=O)c1cccs1)SCC2	-28	-3	-6	0	1	nt	-2	-0.5
COc1cccc(NC(=O)c2cc(C)n(Cc3cccs3)c2C)c1	-14	40	-1	0	4	-4	-5	-0.6
O=C(Cc1cc(F)cc(F)c1)NNC(=O)c1ccc(Cl)cc1	-28	-13	3	-6	1	-1	-8	nt
O=C(N=Nc1c(O)[nH]c2ccc(Br)cc12)c1ccncc1	4	-18	-3	-5	1	-3	-5	-0.6
Cc1cccc(C)c1-n1c(C2CC3CCC2O3)n[nH]c1=S (centres undefined)	-72	-4	13	34	1	6	-7	-0.3
Cc1c(Br)sc2ccc(Cl)cc12	-55	-17	-9	-1	3	-8	0	0.3
N#C/C(=C\Nc1ccc2c(c1)OCCO2)C(=O)c1ccc(Cl)cc1	4	85*	7	-2	-9	3	-2	-5.8
Cc1nnsc1C(=O)OCc1cc(F)cc(F)c1	-37	-11	4	-3	2	8	-7	0.2
Cc1[nH]n(-c2cccc(Cl)c2)c(=O)c1N=O	18	12	20	-7	6	14	-3	1.2
O=c1[nH]cc(NCc2ccccc2)c(=O)[nH]1	-22	3	10	2	2	6	-10	-0.1
Cn1c(=O)c2[nH]c([N+](=O)[O-])nc2n(C)c1=O	11	-3	-16	-2	3	-1	-5	-0.4
COC(=O)C(Cc1ccc(Cl)cc1Cl)S(=O)(=O)c1ccc(Cl)cc1 (centres undefined)	-113	11	-16	0	7	4	-7	0.2
c1ccc(-c2nnc(-c3ccccn3)nc2-c2ccccc2)cc1	-28	32	-15	-1	4	2	-1	-0.7
CC1(C)CC(=O)c2c(NCc3ccco3)sc(C#N)c2C1	-15	7	4	-5	9	8	0	-0.1
CSc1nc2ccc(NC(=O)c3cccs3)cc2s1	-2	6	15	-8	-5	-8	-5	0.0
Cn1ncc(Br)c1NC(=O)c1ccco1	-52	-12	15	2	0	-5	-7	-0.3
Cc1cc(C(=O)N2CCN(c3ncccn3)CC2)nn1C	6	-1	6	-2	3	-8	-1	-0.2
Cc1cnc(NS(=O)(=O)c2cccc3nonc23)c(Br)c1	-17	2	-8	-10	6	-12	-8	-0.6
CC(/C=C/c1cccnc1)=C\C(=O)O	-3	10	-13	-4	5	-1	-5	0.3
Cc1ccc(S(=O)(=O)NC(=O)N(CCC#N)Cc2ccccc2)cc1	21	5	11	-9	6	3	-6	-1.1
O=C(O)CSCC(=O)Nc1ccc(N2CCOCC2)nc1N1CCOCC1	22	-14	-2	65	5	-4	-6	-1.1
Cc1cc(=O)c2ccccc2o1	1	0	4	-3	1	-4	-5	-0.2
COCCOc1cc2ncnc(N3CCC(C(=O)O)CC3)c2cc1OCCOC	-57	113*	-21	2	1	7	-2	-0.8
O=S(=O)(NC1Cc2ccccc2C1)c1ccc(-c2csnn2)cc1	-24	26	4	3	7	-4	-4	0.0
CSc1nnc(NCc2cccc(Cl)c2)s1	-14	8	-15	-4	1	0	-5	-0.4
CSc1nc(C)nc(N)c1C#N	-46	-10	-10	2	-1	1	-6	0.2
COC(=O)c1ccc(CSc2ccccc2N)cc1	-30	-8	9	-3	2	2	-4	-0.3
COc1ccc(NC(=S)Nc2ccc(OC)cc2)cc1	4	2	26	2	-4	-3	-4	-0.5
Cc1ccc(-c2cc(-c3c(C)nn(C)c(=O)c3N)[nH]n2)cc1	-2	-11	-2	4	5	-8	-2	0.2
O=C1Nc2ccccc2/C1=C/c1sccc1Oc1ccccc1	7	-31	2	8	1	7	-8	-0.6
CC(=O)C(C)(C)OC(=O)NCCc1ccccn1	-24	-14	4	-1	2	0	-6	0.0
CCCCNC(=S)NNC(=O)c1ccncc1	2	4	-4	24	-2	-1	-6	0.7
Cc1c(C#N)c(NC(=O)c2cccs2)n(CC2CC2)c1C	70	-10	-14	59	3	-8	-9	0.5
COc1ncc(C(=O)NNC(=S)NC2CCCCC2)cc1[N+](=O)[O-]	42	-2	7	1	4	5	-6	-0.8
O=C1c2cc(Br)ccc2-c2ccc(Br)cc21	29	5	-1	-2	3	-8	-4	0.2
COC(=O)c1c(C)[nH]c(C)c1-c1ccn[nH]1	-10	-3	25	7	2	-4	-7	nt
CCOC(=O)CCc1c(CC(=O)OCC)c[nH]c1/C=N/O	-50	2	22	6	9	-4	-9	-0.3
CN(C)c1ccc(/C=N/Nc2cnc3ccccc3n2)c(Cl)c1	-10	24	-1	-1	1	-1	-4	-0.1

# Reformatted with two lines to a compound: four of the compounds above.
# Fields – Nox1 inh, S1P1 ag, OPRK1 antag MB, Luminol counter, PME-1 Maybr inh, TLR4-MyD88 inh, rat GALR2 ag, NOTCH ag
- Cc1cnc(NS(=O)(=O)c2cccc3nonc23)c(Br)c1
    -17, 2, -8, -10, 6, -12, -8, -0.6
- CC(/C=C/c1cccnc1)=C\C(=O)O
    -3, 10, -13, -4, 5, -1, -5, 0.3
- Cc1ccc(S(=O)(=O)NC(=O)N(CCC#N)Cc2ccccc2)cc1
    21, 5, 11, -9, 6, 3, -6, -1.1
- O=C(O)CSCC(=O)Nc1ccc(N2CCOCC2)nc1N1CCOCC1
    22, -14, -2, 65, 5, -4, -6, -1.1

# Next compounds follow.
SMILES	Nox1 inh	S1P1 ag	OPRK1 antag MB	Luminol counter	PME-1 Maybr inh	TLR4-MyD88 inh	rat GALR2 ag	NOTCH ag
Nc1nc(NS(=O)(=O)c2cc(C(F)(F)F)cc(C(F)(F)F)c2)cc(-c2ccc(F)cc2)n1	-6	11	-6	-5	-9	-2	-8	-0.3
CCOC(=O)C(=CNc1cc(C(F)(F)F)ccc1Cl)C(=O)OCC	-28	-21	-38	0	1	-2	2	-0.6
CC(=O)c1cc(F)c(Cl)cc1Cl	-53	-11	-33	2	-3	9	-5	0.3
CC(SCC(=O)O)(SCC(=O)O)c1ccccc1	-8	20	17	-5	5	7	-7	-0.6
N#C/C(N=Cc1cc(Cl)cc(Cl)c1O)=C(\C#N)N=Cc1cc(Cl)cc(Cl)c1O	-128	-7	16	4	11	14	-2	0.0
Cc1ccc(NC(=O)NCc2ccc(C#N)cc2)cc1Cl	2	14	-2	1	-1	1	-10	-0.4
O=C(Oc1ccccc1N1CCCCC1)C1CCN(c2nccc(C(F)(F)F)n2)CC1	-6	5	17	2	-2	6	-7	-0.7
FC(F)(F)c1cc(N=NN2CCOCC2)cc(C(F)(F)F)c1	-32	-17	-5	3	0	4	-11	nt
CCOC(=O)C(NCc1ccco1)(NC(=O)c1ccco1)C(F)(F)F (centres undefined)	20	16	19	-5	5	10	0	-0.3
C/C(=N/OS(=O)(=O)c1ccccc1)c1nccs1	-58	4	11	-2	0	6	-6	0.6
O=C1Nc2ccccc2C1Cc1ccccn1 (centres undefined)	-15	-11	10	-5	6	-6	-5	-4.5
O=C(Nc1cccc(Cl)c1)c1cnn(-c2ccc([N+](=O)[O-])cc2)c1C(F)(F)F	-35	33	1	-1	-15	-1	-8	-0.2
COc1ccc(NC(=O)CSc2ccc([N+](=O)[O-])cc2[N+](=O)[O-])cc1	-3	10	5	1	-5	-3	-4	-0.6
C/C(=N\OC(=O)c1ccc(Cl)cc1)c1csc2ccccc12	-29	-7	5	-2	2	4	-1	-0.1
CC(=O)Nc1cccc(C(=O)CCC(=O)O)c1	11	-17	2	4	3	-2	-3	-1.2
O=S(=O)(CS(=O)(=O)Sc1ccc(Cl)cc1)Sc1ccc(Cl)cc1	-67	11	34	2	0	4	3	-0.8
COc1ccc(C(=O)NCCSCc2ccccc2Cl)cc1	8	3	1	-7	4	-3	-4	nt
Cc1cc(C)nc(SC(=O)OC(C)(C)C)n1	-14	-1	10	-3	4	-6	-5	-0.2
COC(=O)c1sccc1Oc1ccc(Cl)cc1NC(=O)/C=C/C(=O)O	4	-16	6	-2	4	3	-8	-0.3
CSc1nnc(SC)n1/N=C(\N)c1cccc(C(F)(F)F)c1	4	-14	10	-2	-3	-2	-4	-0.2
CC(=O)Nc1ccc(C(F)(F)F)cc1Cl	-30	-12	3	1	-3	-2	-5	-0.1
CSC(=NCC1CC1)NC(C)(C)C	-17	-7	19	-7	2	-1	-4	-0.3
Cc1nc(-c2ccc([N+](=O)[O-])cc2)cs1	19	6	-6	-2	3	2	-2	0.4
Fc1ccc(-c2csc(-c3ccsc3)n2)cc1	-30	-8	8	-5	-4	-1	-9	nt
O=S(=O)(Cc1cccc(C(F)(F)F)c1)Cc1cccc(C(F)(F)F)c1	-42	-12	0	0	1	14	-5	-0.7
CCCCc1c(O)nc(SC)[nH]c1=O	-47	0	-7	14	-1	1	-7	-0.9
CSc1nc(N)nc(-c2ccc(C(F)(F)F)cc2)n1	-45	33	-4	2	-4	1	-4	-0.1
Cc1cc(C)n(CC/C(N)=N/O)n1	8	1	3	-5	5	-11	-5	0.2
CC(C)(O)C#Cc1ccc(/C=N/OC(=O)c2ccccc2Cl)cc1	-32	6	-10	2	-1	-7	-9	1.3
O=C1CSC(=S)N1/N=C/c1cccnc1	41	-8	-8	5	2	-6	-8	nt
COc1ccc(Sc2ccc(C)cc2)c([N+](=O)[O-])c1	-46	22	9	4	5	5	-5	-0.3
COc1ccc2[nH]c(=S)[nH]c2c1	-26	-1	-5	28	2	-1	-3	-0.4
CCOC(=O)CNC(=O)c1cc([N+](=O)[O-])ccc1Oc1ccc(OC)cc1	-73	3	9	4	2	7	2	-0.6
FC(F)(F)c1cc(-c2csnn2)cc(C(F)(F)F)c1	-29	-5	7	1	0	-10	-8	-0.1
CC(=O)c1ccc(OCC(O)CN2CCN(C(c3ccccc3)c3ccccc3)CC2)cc1 (centres undefined)	-56	36	8	2	2	0	-3	-0.8
O=c1c2ccccc2nc2n1CCS2(=O)=O	-13	4	-6	0	3	-1	-5	0.4
CN(CCC#N)c1ccc(/C=C2/NC(=O)NC2=O)cc1	2	25	13	4	1	12	-7	-0.3
CCCCc1ccc(NC(=O)N=S2CCN(C(=O)c3ccc(Cl)cc3)CC2)cc1	-32	-7	0	-2	7	-17	-1	0.2
COc1cc(NC(=S)NC(=O)c2ccccc2)cc(C(F)(F)F)c1	-19	68	-15	5	4	0	0	-0.3
CCOC(=O)c1c(NC(=O)c2ccc3ncccc3c2)sc(C)c1C	1	-1	-23	0	2	nt	42*	-0.5
Cc1onc(-c2ccccc2)c1NC(=O)Nc1ccc(-n2ccc(C(F)(F)F)n2)cc1	-41	98*	8	3	-38	3	-7	-0.5
CCOC(=O)c1cnc2cc(-c3cccs3)[nH]n2c1=O	-13	-2	25	-3	-1	-5	-1	-1.0
CCOC(=O)/C(C#N)=C/N1CCC(C(c2ccccc2)c2ccccc2)CC1	-37	57	12	2	-3	9	-6	-0.1
O=S(=O)(NN1CCOCC1)c1cc(S(=O)(=O)c2ccccc2)cs1	-39	-2	16	1	-3	4	-7	nt

# Bioassay records deposited in PubChem by The Scripps Research Institute Molecular Screening Center.
